# All columns: NCI-60 one-dose screen, growth in % after 48 h at 10 µM unless noted; 100 = growth as untreated, 0 = no growth, -100 = all killed.
# U251: U251 CNS tumor cells. 80,000 tested, 5.4% active. AID 1794753
# SF-268: SF-268 CNS cancer cells; 82,000 tested, 3.1% active
# PC-3: PC-3 prostate cancer cells; AID 1794754; 80,000 tested, 3.9% active
# SF-539: SF-539 CNS cancer | 81,000 tested, 6.8% active | AID 1794752
# SNB-19: SNB-19 CNS cancer cells. AID 1794751. 81,000 tested, 2.5% active
# SF-295: SF-295 CNS cancer cells; 79,000 tested, 5.6% active
# SNB-75: SNB-75 CNS cancer; 79,000 tested, 5% active; AID 1794750
# DU-145: DU-145 prostate cancer; 81,000 tested, 4.2% active; AID 1794760
# HCC-2998: HCC-2998 colon cancer | 79,000 tested, 4.7% active | AID 1794799
# Numbers without * were called inactive; . = no result given; & = joins results of further samples. Rule for the calls: active = growth percent below 10; inactive = the rest.
structure	U251	SF-268	PC-3	SF-539	SNB-19	SF-295	SNB-75	DU-145	HCC-2998
Cc1ccc2[nH]c(O)c(N=Nc3nc(Nc4ccccc4)nc(Nc4ccc(S(N)(=O)=O)cc4)n3)c2c1	52.3	67.5	71.0	85.6	84.9	73.6	126.3	75.1	84.4
CC12C=CC(C)(C3C(=O)NC(=O)C31)C1C3C(=O)NC(=O)C3C12 (configuration not stated)	.	111.8	90.1	115.7	102.3	92.1	78.2	119.2	102.8
NC(=S)N1CCOCC1	.	110.5	103.3	111.7	98.0	114.2	71.4	104.8	109.4
O=c1[nH]cc(F)c(=O)[nH]1	78.7&74.7	91.9&81.3	75.1&73.6	-4.6*	83.3&75.7	100.5&77.0	90.2&73.5	65.3&57.4	18.9
Nc1cc(=O)n(Cc2ccco2)c(=S)[nH]1	93.5	106.4	92.8	95.3	98.2	.	94.3	111.2	102.0
Nc1ccc(O)c(S(=O)(=O)O)c1	103.7	112.3	92.0	98.5	106.8	99.7	95.6	109.6	112.0
CCCCCCCCCCCCCCC(=O)c1ccccc1	104.3	107.1	99.4	108.3	112.0	117.7	100.5	120.6	97.5
O=S(=O)(O)CCc1ccncc1	108.8	107.2	90.4	98.8	112.7	99.7	98.5	108.6	99.9
COc1ccc(C2C=C(C)N=C3SC=NN32)cc1 (configuration not stated)	97.4	108.4	89.0	95.7	96.1	110.4	83.8	116.6	117.1
OC(c1ccccc1)(c1ccccc1)C1CC1c1ccncc1 (configuration not stated)	96.1	102.9	83.0	105.3	99.2	91.6	108.5	106.2	93.5
COc1cc(C2c3cc4c(cc3C(OC(=O)C[n+]3ccccc3)C3COC(=O)C23)OCO4)cc(OC)c1OC (configuration not stated)	2.9*	8.8*	35.0	-9.3*	27.5	1.1*	48.3	-40.1*	13.3
CCOC(=O)c1nnn(Cc2cc(=O)oc3ccc(OC)cc23)c1C	102.8	96.9	91.0	98.9	91.4	95.1	97.3	102.5	105.4
O=C1c2cccc3cccc(c23)C(=O)N1CCCN[C@H]1CCC[C@@H]1NCCCN1C(=O)c2cccc3cccc(c23)C1=O	92.7	83.4	93.5	97.8	97.4	84.5	84.0	98.1	86.8
CN1CSC(=S)N(Cc2ccccc2)C1	100.1	105.3	95.4	.	95.5	106.4	98.1	109.8	.
C/C(=C\CCc1ccoc1C)CC/C=C(\C)CCCO	75.1	106.8	100.7	98.4	104.1	100.3	93.2	118.6	114.2
COc1ccc(C23CCC(=O)N2CCc2cncn23)cc1 (configuration not stated)	100.7	113.4	106.1	101.0	98.9	102.1	102.2	113.8	118.2
OC1C(O)C(O)C(O)C(O)C1O (configuration not stated)	112.7&100.7	108.3&109.4	91.0&100.0	106.0&111.2	112.3&102.5	98.9&105.1	114.6&104.5	106.6&106.3	109.9&106.3
CC(=O)CSc1ncnc2nc[nH]c12	101.1	104.8	92.5	94.8	99.7	99.7	89.3	94.3	97.5
Cc1ccc(CCO)c(C)c1	91.4	114.8	91.6	96.5	118.0	110.3	112.2	111.2	112.0
O=C(Nc1cc(C(F)(F)F)cc(C(F)(F)F)c1)Nc1ccccc1B(F)F	.	112.8	59.1	73.8	72.1	63.3	77.2	113.7	101.0
COc1ccc(C2c3sc4c(C)cccc4c3Oc3nc(CC(=O)Nc4ccccc4)[nH]c(=O)c32)cc1 (configuration not stated)	106.2	77.4	83.1	86.9	89.0	83.1	39.4	83.7	93.8
N#Cc1cccc(-c2nc3ccccn3c2NCCN2CCOCC2)c1	98.2	90.3	89.5	92.2	100.2	100.7	71.1	106.2	96.1
O=C(/C=C\c1cccc(Br)c1)c1ccc(Cl)cc1	89.1	110.2	102.4	104.6	98.9	98.5	102.4	116.2	103.8
CCCn1nc(C(=O)N2CCCCC2)c2c1CCC(N1CCc3ccccc3C1)C2 (configuration not stated)	104.3	95.8	91.3	102.0	104.6	105.1	93.5	104.7	107.3
CCOC(=O)C(C)C(C)(O)c1ccccc1 (configuration not stated)	107.3	98.6	99.9	104.7	.	103.1	87.5	109.9	84.4
NC(=O)c1ccc[n+]([C@@H]2O[C@H](COP(=O)([O-])OP(=O)(O)OC[C@H]3O[C@@H](n4cnc5c(N)ncnc54)[C@H](O)[C@@H]3O)[C@@H](O)[C@H]2O)c1	99.5	103.8	113.6	90.3	110.5	108.0	103.5	104.5	100.2
CCC(=C(c1ccc(OCCCN(C)C)cc1)c1ccc(OCCCN(C)C)cc1)c1ccc(Cl)cc1	-83.4*	-78.3*	-66.2*	-93.2*	-88.3*	-87.4*	-96.6*	-90.8*	-80.8*
CCN(CC)CCC(C(=O)O)(c1ccccc1)c1ccccc1	109.0	93.9	103.5	93.9	103.9	97.0	86.8	107.3	105.6
Nc1ccc(Oc2ccccc2)cc1	103.5	77.7	81.7	100.8	100.3	96.0	93.2	102.1	98.1
O=C(CBr)c1ccc(OC(=O)c2ccccc2)cc1	95.5	101.9	100.5	102.3	111.6	112.3	96.5	113.8	.
CCOc1ccc2nc(-c3cccc(OCC(=O)NC(C)C)c3)nc(Nc3ccc(-c4cn[nH]c4)cc3)c2c1	-33.8*	12.6	0.1*	-79.6*	19.4	-47.4*	-62.0*	4.3*	24.6
Cc1ccc2sc(C)cc(=O)c2c1	102.9	106.2	106.9	106.3	100.2	109.8	86.8	112.3	105.6
O=C(O)/C(=C\c1ccccc1)c1ccccc1	102.7	97.5	87.8	100.7	.	.	80.1	109.4	101.6
CC(=O)O[C@H]1CC[C@]2(C)[C@H]3CC=C4[C@@H]5[C@H](C)[C@@H](C)CC[C@]5(C(=O)NCCNCCNCCN)CC[C@@]4(C)[C@]3(C)CC[C@H]2C1(C)C	70.1	84.1	57.7	84.4	82.6	101.2	70.8	89.8	80.0
CC1=C(C(=O)Nc2ccccc2)C(c2ccc3ccccc3c2)n2c(nc3ccccc32)N1 (configuration not stated)	28.6	72.5	21.7	81.8	79.4	37.0	-11.1*	46.2	52.3
COc1ccc(C2CC(c3cc(OC)c(OC)c(OC)c3)=NN2C(C)=O)cc1OCC(=O)Nc1nc2ccc(OC(F)(F)F)cc2s1 (configuration not stated)	82.5	82.7	74.1	66.5	77.2	77.8	47.8	87.9	103.8
O=C(O)c1ccccc1NCc1ccco1	102.8	110.8	110.7	102.6	107.6	113.7	.	118.3	80.9
CCOC(=O)C1C(c2ccc3c(c2)OCO3)NC(=S)NC1(O)C(F)(F)F (configuration not stated)	101.0	102.2	99.1	88.9	93.8	106.0	87.6	109.2	107.2
O=C(Cn1c[n+](CC(=O)c2ccc(-c3ccccc3)cc2)c2ccccc21)Nc1cccc2cccnc12	20.6	20.3	12.9	23.6	7.7*	78.1	-6.7*	36.9	6.6*
O=C(CO[N+](=O)[O-])Nc1ccc(C(=O)/C=C/c2ccc3c(c2)OCO3)cc1	57.3	82.4	61.4	.	103.9	74.6	86.3	96.7	69.2

# Reprinted at random: 6 records from the list
structure	U251	SF-268	PC-3	SF-539	SNB-19	SF-295	SNB-75	DU-145	HCC-2998
COc1ccc(C2c3sc4c(C)cccc4c3Oc3nc(CC(=O)Nc4ccccc4)[nH]c(=O)c32)cc1 (configuration not stated)	106.2	77.4	83.1	86.9	89.0	83.1	39.4	83.7	93.8
O=C(CO[N+](=O)[O-])Nc1ccc(C(=O)/C=C/c2ccc3c(c2)OCO3)cc1	57.3	82.4	61.4	.	103.9	74.6	86.3	96.7	69.2
CCOc1ccc2nc(-c3cccc(OCC(=O)NC(C)C)c3)nc(Nc3ccc(-c4cn[nH]c4)cc3)c2c1	-33.8*	12.6	0.1*	-79.6*	19.4	-47.4*	-62.0*	4.3*	24.6
O=C(Cn1c[n+](CC(=O)c2ccc(-c3ccccc3)cc2)c2ccccc21)Nc1cccc2cccnc12	20.6	20.3	12.9	23.6	7.7*	78.1	-6.7*	36.9	6.6*
Nc1ccc(Oc2ccccc2)cc1	103.5	77.7	81.7	100.8	100.3	96.0	93.2	102.1	98.1
O=C(O)/C(=C\c1ccccc1)c1ccccc1	102.7	97.5	87.8	100.7	.	.	80.1	109.4	101.6

# Following part
structure	U251	SF-268	PC-3	SF-539	SNB-19	SF-295	SNB-75	DU-145	HCC-2998
COc1ccc(-c2cc(-c3nnc(SCC(=O)c4ccccc4)o3)c3cc(OC)ccc3n2)cc1	96.2	96.5	78.8	100.8	98.3	95.8	95.5	101.4	101.9
CC(C)C[C@H](N)C(=O)N=S(N)(=O)c1cccc(F)c1 (some centres not stated)	92.6	98.2	86.2	93.5	96.1	93.6	80.5	106.7	102.1
COc1ccc(-n2c(-c3csc(NC(C)=O)n3)n[nH]c2=S)cc1	.	109.2	100.2	108.5	103.3	67.5	91.6	113.8	95.2
CCOC(=O)c1ccc(N2C(=O)C(Cl)(c3ccccc3)C2c2ccco2)cc1 (configuration not stated)	79.1	77.8	85.9	96.2	76.4	86.4	82.3	65.4	95.8
Cc1ccc2nc(C)c(-c3nnc(SCc4ccccc4)o3)n2c1	89.8	97.9	93.3	84.5	81.5	90.8	98.4	104.0	113.0
O=S(=O)(O)c1ccncc1	98.6	106.4	93.8	102.0	103.2	102.6	97.5	107.3	94.6
COc1cc(OCc2ccccc2)c(CC(=O)O)c([N+](=O)[O-])c1	104.2	112.3	108.5	112.1	113.5	97.9	83.2	105.7	98.2
Clc1ccc2c(OCCCn3ccnc3)c3oc4ccc(Cl)cc4c3nc2c1	66.8	85.5	61.7	74.6	77.1	52.2	74.1	74.0	69.0
C=C(c1ccc(OC)c(/C=C/C(=O)c2ccc3c(c2)OCO3)c1)c1cc(OC)c(OC)c(OC)c1	11.0	19.3	26.5	-21.8*	30.9	10.7	5.1*	9.7*	9.9*
COc1ccccc1S(=O)(=O)Nc1ccc2c3c(cc(CCC(=O)NCCCCNc4cccc5c4C(=O)N(C4CCC(=O)NC4=O)C5=O)cc13)C(=O)N2C (configuration not stated)	61.4	11.9	4.0*	31.3	7.6*	47.6	-26.1*	75.9	10.9
Cn1cc(-c2csc(-c3cn(CCCN4CCOCC4)c4ccc(F)cc34)n2)c2cccnc21	51.1	66.6	29.6	57.6	77.1	11.2	87.1	80.3	65.4
CC1(C)CC[C@]2(C(=O)N3CCNCC3)CC[C@]3(C)C(=CC[C@@H]4[C@@]5(C)CC[C@H](O)C(C)(C)[C@@H]5CC[C@]43C)[C@@H]2C1	94.8	83.2	103.6	100.2	44.3	108.6	73.2	101.5	106.5
C(=N\Nc1nnc(-c2ccncc2)o1)/c1ccccc1	96.6	98.6	95.5	97.2	99.4	98.5	.	102.7	103.3
O=S1(=O)OC(c2cc(Cl)c(O)c(Br)c2)(c2cc(Cl)c(O)c(Br)c2)c2ccccc21	101.1	106.2	84.3	94.6	101.7	126.9	83.4	114.4	102.7
c1ccc(OC[C@@H]2CN(Cc3cn4ccccc4n3)CCO2)cc1	97.2	100.0	94.5	103.5	93.8	97.8	94.3	117.1	112.4
CC1(C)C(N)=Nc2cc3c(cc21)OCCCC1c2ccccc2CN1CCCO3 (configuration not stated)	87.8	80.3	82.2	82.1	97.3	97.9	70.8	88.3	107.2
CC(=O)Nc1ccc(S(=O)(=O)N2C(=O)CCC2C(=O)Nc2ccccc2)cc1 (configuration not stated)	29.4	61.9	26.7	-22.0*	45.0	1.9*	28.9	50.2	30.5
COc1cc(/C=N/Nc2ccc(Cl)cc2)cc(OC)c1OC	93.3	73.2	71.2	94.4	96.5	60.1	95.9	84.1	93.9
O=C(NNC(=S)Nc1ccc([N+](=O)[O-])cc1)c1ccc(NC(=O)c2ccccn2)cc1	94.1	93.8	91.4	99.9	87.8	94.7	88.0	104.5	100.5
O=S(=O)(NCCCNc1nccc(-c2c(-c3ccc(F)cc3)nc3sccn23)n1)c1ccc(C(F)(F)F)cc1	62.8	61.3	46.6	92.1	88.9	52.2	55.1	72.0	60.3
COc1cc(/C=C/C(=O)/C=C(O)/C=C/c2ccc(OC(=O)c3cccs3)c(OC)c2)ccc1OC(=O)c1cccs1	107.9	103.5	106.9	105.1	104.4	100.4	95.7	113.4	110.9
COc1ccc(NC(N)=O)cc1	105.9	105.6	99.4	100.8	.	101.3	123.6	111.0	95.5
CCN1C(=O)CC(SC2CC(=O)N(CC)C2=O)C1=O (configuration not stated)	102.1	96.1	101.4	100.5	95.7	105.8	97.4	101.3	97.6
COc1ccc(C2=NN(C(C)=O)C(c3cccc(Nc4ccnc5cc(C(F)(F)F)ccc45)c3)C2)cc1 (configuration not stated)	74.2	57.5	35.4	83.4	77.5	82.1	80.2	78.5	85.2
CCCCCCCCCC[N+](C)(C)C	-75.4*	13.2	-49.0*	1.4*	13.4	36.1	-22.8*	34.0	22.0
CS(=O)(=O)c1ccc(C(=O)N/N=C/c2ccc(Cl)cc2Cl)cc1	96.1	101.8	92.3	102.3	104.2	100.7	89.1	97.5	95.4
CCOC(=O)c1c(CN(C)Cc2ccccc2)nc2ccc(Cl)cc2c1-c1ccccc1	79.2	105.7	.	112.2	94.3	111.4	96.5	99.3	107.6
O=C1c2ccc3c4c(ccc(c24)C(=O)N1CCNCc1ccccc1)C(=O)N(CCNCc1ccccc1)C3=O	-46.3*	7.1*	28.3	-54.2*	8.0*	-28.2*	104.8	20.7	-92.2*
O=c1c(-c2n[nH]c(=S)o2)cnc2n1CCCCC2	97.8	102.7	103.0	103.3	104.9	98.6	85.5	111.0	102.3
C[C@H](NC(=O)[C@@H]1CCCN1C(=O)CNC(=O)C(C)(C)C)C(=O)OC/C=C/c1ccccc1	102.5	121.4	103.5	95.8	95.1	96.1	.	113.2	110.1

# High-throughput results deposited in PubChem BioAssay by NCI.

# Rows are unselected. Share with any hit: about 9.9%.
